OX1R antag-1: antagonists of human orexin 1 receptor (OX1R). Orexin/Hypocretin receptor type 1 (Homo sapiens), O43613. OX1R-expressing cells, FRET antagonist read-out. inhibition, % at 6.6 µM. actives 1.8% (n = 330,000). AID 485270, 2010; in the data active = inhibition mostly above about 38%, no sharp cut-off; inactive = mostly below about 40%;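 also: 0% = agonist challenge alone and 100% = reference antagonist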
Target sequence (O43613 whole entry, looked up): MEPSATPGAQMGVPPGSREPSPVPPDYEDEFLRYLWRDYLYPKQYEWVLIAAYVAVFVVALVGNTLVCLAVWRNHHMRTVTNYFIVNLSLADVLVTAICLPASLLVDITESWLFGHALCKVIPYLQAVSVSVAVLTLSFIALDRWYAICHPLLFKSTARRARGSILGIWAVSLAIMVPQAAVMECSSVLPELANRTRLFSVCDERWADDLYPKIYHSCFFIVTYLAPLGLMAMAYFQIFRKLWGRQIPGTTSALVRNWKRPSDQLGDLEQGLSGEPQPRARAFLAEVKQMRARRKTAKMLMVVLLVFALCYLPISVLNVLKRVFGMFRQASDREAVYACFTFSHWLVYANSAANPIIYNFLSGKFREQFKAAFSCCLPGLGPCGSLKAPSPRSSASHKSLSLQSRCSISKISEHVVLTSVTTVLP
CHT PAM: CHT positive allosteric modulators, primary screen, cell-based, membrane potential dye, choline EC20 | actives 0.49% (n = 310,000) | B-score at 10 µM | CHT-expressing cells; active compounds read high; LV-AA mutant CHT in HEK293 cells | High affinity choline transporter 1 (Homo sapiens), Q9GZV3 | AID 488977, 2010;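 active = initial fluorescence not abnormally high and integrated response B-score, plate-corrected, over 3 SD above library mean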
Target sequence (Q9GZV3 whole entry, looked up): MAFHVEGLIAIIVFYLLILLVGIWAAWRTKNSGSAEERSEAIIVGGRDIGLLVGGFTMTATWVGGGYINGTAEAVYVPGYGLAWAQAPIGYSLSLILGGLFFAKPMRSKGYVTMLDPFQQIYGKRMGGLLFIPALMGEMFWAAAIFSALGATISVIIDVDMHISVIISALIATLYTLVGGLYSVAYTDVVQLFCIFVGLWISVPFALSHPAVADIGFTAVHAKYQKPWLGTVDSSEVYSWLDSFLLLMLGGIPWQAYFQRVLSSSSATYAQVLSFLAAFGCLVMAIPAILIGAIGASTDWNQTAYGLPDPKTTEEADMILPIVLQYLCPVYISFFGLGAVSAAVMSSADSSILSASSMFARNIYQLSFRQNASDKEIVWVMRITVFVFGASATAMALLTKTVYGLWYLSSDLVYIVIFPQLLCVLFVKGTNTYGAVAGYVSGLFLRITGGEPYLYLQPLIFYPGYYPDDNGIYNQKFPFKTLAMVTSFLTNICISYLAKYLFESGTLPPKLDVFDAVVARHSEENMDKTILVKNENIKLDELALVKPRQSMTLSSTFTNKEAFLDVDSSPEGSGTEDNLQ
OX1R antag-2: OX1R (HCRTR1) antagonists, primary screen, fluorescence, CHO/OX1R cells, Fluo-8 calcium, orexin A; inhibition, % at 5 µM; Fluo-8 calcium fluorescence; AID 434989, 2010; actives 0.43% (n = 330,000); Orexin/Hypocretin receptor type 1 (Homo sapiens), O43613;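 active = inhibition above its plate's threshold, mean inhibition of all tested compounds on the plate plus 3 SD, cut at about 37% in these data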;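 also: 0% = orexin A challenge wells and 100% = SB-334867-A antagonist wells; not every result past the cut was called active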
* hit, by the source's call; i = inactive; . = not tested or not shown.

SMILES | OX1R antag-1 | CHT PAM | OX1R antag-2
c1ccc(-c2nc3ccccc3[nH]2)nc1 | 11 | i | -6
CC(=O)c1cccc(S(=O)(=O)Nc2ccccc2N2CCOCC2)c1 | 6 | . | -2
COc1ccc(-c2nc(N)ncc2-c2ccc(Cl)cc2)c(O)c1 | -3 | i | -32
Cc1cccc(NC(=S)NCC(c2cccnc2)N2CCOCC2)c1 (stereo unspecified) | 11 | i | -12
COc1ccc2c(C)c(Cl)c(=O)oc2c1 | 22 | i | -29
Cc1ccc2nc(-c3ccc(NC(=S)NCCC(C)C)cc3)sc2c1 | 22 | i | -2
CCN(CC)S(=O)(=O)c1ccc(/C=C/C(=O)OCC(=O)N(C)C)cc1 | 38 | i | 1
COc1ccc(S(=O)(=O)Nc2cccc(SC)c2)cc1C(=O)N1CCOCC1 | 15 | i | -6
CC(=O)Nc1ccc(NC2=CC(=O)c3ccccc3C2=O)cc1 | 25 | i | -21
O=C1c2ccccc2C(=O)c2c(Nc3ccc(CCO)cc3)ccc(O)c21 | 8 | i | -20
Cn1c(Cn2c(=O)sc3ccccc32)nnc1SCC(=O)NCc1ccccc1 | 22 | i | -21
Cc1cc(C)c2nc(SCCc3ccccc3)nc(C)c2c1 | 13 | i | -16
COc1ccc(N2CCN(C(=O)C3CCCN(S(=O)(=O)c4ccc5c(c4)oc(=O)n5C)C3)CC2)cc1 (stereo unspecified) | 22 | i | -23
C/C(=C/c1ccccc1)C(=O)N1CCN(c2ccccc2)CC1 | 7 | i | -26
O=C(Cc1ccccc1)Nc1ccc2c(c1)OC1(CCCC1)O2 | 11 | . | -6
Cc1cccc(OCc2nnc(SCC(=O)N3CC(=O)Nc4ccccc43)o2)c1 | 9 | i | -26
CCN(CC(=O)Nc1ccc(C)c(F)c1)CC(=O)NC(C)(C)C | 15 | i | -22
O=C(NCC1COCCO1)c1cc(COc2ccc(F)cc2F)on1 (stereo unspecified) | 37 | i | -2
COc1ccc(OC)c(/C(O)=C/C(=O)C(=O)Nc2cc(C)cc(C)c2)c1 | 30 | i | -14
CCOC(=O)C1(Cc2cccc(OC)c2)CCN(CC(O)CO)CC1 (stereo unspecified) | 23 | i | 0
CCCNC(=O)c1onc(CSc2ccc(Cl)cc2)c1C(=O)NCCOC | 27 | i | -22
COc1ccc(OC)c(C2Nc3nc4ccccc4n3C(C)=C2C(=O)Nc2ccc(C)cc2C)c1 (stereo unspecified) | 19 | i | -31
CCOc1ccc(N(CC(=O)Nc2ccccc2C(=O)NC(C)CC)S(C)(=O)=O)cc1 (stereo unspecified) | 21 | i | -16
COc1ccc(Cl)cc1-c1nc(-c2ccc(NC(=O)c3ccncc3)cc2)no1 | 25 | i | 10
CCOc1cc(C=O)ccc1OCC(=O)N1CCCC1 | 23 | i | 1
C=CCNC(=O)CSc1nnc(C(CC)N(C)C)n1C1CCCCC1 (stereo unspecified) | 9 | i | -11
COC(=O)c1ccc(C(=O)OC)c(NC(=S)N2CCN(c3cccc(Cl)c3)CC2)c1 | 35 | i | -23
COc1cccc(OCC(=O)O/N=C(\N)c2ccc(OC)c(OC)c2)c1 | 47 | i | -6
COc1ccc(Nc2ncnc3c2oc2ccccc23)cc1 | 83* | i | -8
Cc1ccc(NC(=O)c2cc3ccccc3cc2O)cc1 | 7 | i | -16
COc1ccc(N(C)S(=O)(=O)c2c(C)[nH]c(=O)[nH]c2=O)cc1 | 6 | i | 8
O=C(OCc1c(F)cccc1Cl)c1cnccn1 | 24 | i | -23
O=C(c1ccc(CS(=O)(=O)c2c(Cl)cccc2Cl)o1)N1CCN(c2ccccn2)CC1 | 17 | i | -25
CCC(C(=O)Nc1ccc(C(C)C)cc1)c1ccccc1 (stereo unspecified) | 13 | i | 63*
N=C1c2ccccc2CN1NC(=O)c1cccc(S(=O)(=O)N2CCCC2)c1 | -2 | i | 2
COc1ccc(C)cc1S(=O)(=O)N(C)CC(=O)N1CCC(C(N)=O)CC1 | 11 | i | 8
COc1ccccc1C(NC(C)=O)c1c(O)ccc2ccc(O)cc12 (stereo unspecified) | 9 | i | -9
O=C(CSc1nnc(CNC(=O)c2ccco2)o1)Nc1ccc(OC(F)(F)F)cc1 | 17 | i | 8
C=CCc1cccc2cc(C(=O)NC(C)(C)C)c(=O)oc12 | -8 | i | 8
Cc1ccc(S(=O)(=O)NCCC(c2ccc(F)cc2)c2ccco2)cc1 (stereo unspecified) | -5 | i | -23
CCOc1ccc(C2N(c3ccc(Cl)cc3)C(=O)C3CCCN32)cc1OC (stereo unspecified) | 11 | i | -31
CCOC(=O)C1=C(C)N(CCCC(=O)O)C(=O)NC1c1cccc(OC)c1 (stereo unspecified) | 20 | i | -15
Cc1ccc(C(=O)CC2(O)C(=O)N(CN3CCOCC3)c3ccccc32)cc1 (stereo unspecified) | 14 | i | -10
Cc1c(C(=O)N2CCN(Cc3ccccc3)CC2)oc2c1C(=O)CC(C)(C)C2 | 7 | i | -34
COc1ccc(CCc2nc(-c3ccc(-n4cccc4)cc3)no2)cc1 | 11 | i | -4
Cc1ccc(NNC(=O)c2snnc2C)cc1Cl | 12 | i | -9
O=C(O)c1cccc(S(=O)(=O)Nc2ccc(-c3ccccc3)cc2)c1 | 8 | . | -7
CCN(CC(=O)Nc1ccc2c(c1)OCCO2)C(=O)CC1CCCC1 | 29 | i | -36
CC(C)NC(=O)CSc1nc2ccccc2c(=O)n1CCCOC(C)C | 23 | i | -14
CCOC(=O)C1=C(C)C(c2ccccc2)NC(=S)N1 (stereo unspecified) | 6 | i | -8
C/C(=N\NC(=O)c1ccccc1O)C1CC1 | 10 | i | 4
CC(C)N(Cc1cc2ccccc2[nH]c1=O)C(=O)C(C)(C)C | -1 | i | -10
CNc1nc2c(C)cccn2c(=O)c1C=Nc1ccc(OC)cc1 | 17 | i | 13
O=C(Cc1c(O)c2ccccc2[nH]c1=O)N(Cc1ccccc1)Cc1ccccc1 | 21 | i | -19
CC(C)c1ccc(/C=C(\NC(=O)c2ccccc2)C(=O)NCCCN2CCOCC2)cc1 | 2 | i | -20
CCOC(=O)Cc1csc(SCC(=O)N2CCN(c3ccccc3)CC2)n1 | 11 | . | -18
COc1ccc(CCNC(=O)CSc2nnc(CNC(=O)c3ccccc3F)o2)cc1OC | 9 | i | -8
CCCn1c(N2CCN(CC(=O)c3c[nH]c4ccccc34)CC2)nc2c1c(=O)[nH]c(=O)n2C | 25 | i | -23
Cc1c(-c2ccc(F)cc2)nc(N)c(C#N)c1-c1cccs1 | 9 | i | -20
CCCCOC(=O)c1cc(=O)[nH]c(=O)[nH]1 | 17 | i | -2
The list continues:
SMILES | OX1R antag-1 | CHT PAM | OX1R antag-2
Cc1ccccc1Nc1nc(N)nc(COC(=O)[C@@H](NC(=O)c2c(F)cccc2F)C(C)C)n1 | 32 | i | -36
CCN(CC)C(=O)N1c2ccccc2C=Cc2ccccc21 | 51 | i | -27
O=C(Nc1cccc(S(=O)(=O)N2CCCCCC2)c1)c1cc(=O)c2ccccc2o1 | 39 | i | -10
COc1ccc(NC(=O)CCNS(=O)(=O)c2ccc3c(c2)CCC(=O)N3)cc1 | 3 | i | -14
Cc1csc(SCC(=O)Nc2nc3ccccc3s2)n1 | 23 | i | -15
Cc1cccc(C(=O)OCC(=O)NCc2ccc3c(c2)OCO3)c1C | 7 | . | -17
CC(C)CN1CCNC(=O)C1CC(=O)NCCc1ccc(C(F)(F)F)cc1 (stereo unspecified) | 12 | i | -32
COc1ccc2c(c1)[C@H]1[C@H](CO2)[C@H](c2ccccc2)[C@]2(C)C(=O)Nc3cc(C)ccc3C(=O)N12 | 7 | . | -19
O=C(O)CCC(=O)NNc1ccccc1[N+](=O)[O-] | 26 | i | -4
COC(=O)c1cc(-c2c(C)nn(-c3ccccc3)c2C)n[nH]1 | 0 | i | -12
O=C(NCCCN1CCOCC1)c1ccc2c(c1)N(Cc1ccc(Cl)cc1)C(=O)c1ccccc1S2=O (stereo unspecified) | 11 | i | -13
CN(Cc1nnc(-c2ccc(F)cc2)o1)c1ccccc1 | 19 | i | -19

3 structures out of the list, arranged by SMILES length, smallest number first.
SMILES | OX1R antag-1 | CHT PAM | OX1R antag-2
CCN(CC)C(=O)N1c2ccccc2C=Cc2ccccc21 | 51 | i | -27
O=C(O)CCC(=O)NNc1ccccc1[N+](=O)[O-] | 26 | i | -4
Cc1cccc(C(=O)OCC(=O)NCc2ccc3c(c2)OCO3)c1C | 7 | . | -17

A section taken from the entries so far:
SMILES | OX1R antag-1 | CHT PAM | OX1R antag-2
Cc1ccccc1Nc1nc(N)nc(COC(=O)[C@@H](NC(=O)c2c(F)cccc2F)C(C)C)n1 | 32 | i | -36
CCN(CC)C(=O)N1c2ccccc2C=Cc2ccccc21 | 51 | i | -27
O=C(Nc1cccc(S(=O)(=O)N2CCCCCC2)c1)c1cc(=O)c2ccccc2o1 | 39 | i | -10
COc1ccc(NC(=O)CCNS(=O)(=O)c2ccc3c(c2)CCC(=O)N3)cc1 | 3 | i | -14
Cc1csc(SCC(=O)Nc2nc3ccccc3s2)n1 | 23 | i | -15

(further entries)
SMILES | OX1R antag-1 | CHT PAM | OX1R antag-2
COc1ccc(CN2CC(C(=O)NCCC3=CCCCC3)CC2=O)cc1 (stereo unspecified) | 8 | i | -26
COC12NC(=O)N(C)C1(OC)C(=O)N(C)C(=O)N2C (stereo unspecified) | 10 | i | 0
COc1ccc(C(=O)Nc2ccccc2C(=O)Nc2ccncc2)cc1 | 15 | i | -16
Cn1c(SCCC#N)nnc1-c1ccc(F)cc1 | 13 | i | 12
O=C1C(=O)c2ccccc2C(O)=C1c1ccccc1F | 46* | i | -9
C[C@]12CC[C@@H]3c4ccc(O)cc4CC[C@H]3[C@@H]1CC[C@@H]2OC(=O)CCC1CCCC1 | 13 | i | -5
CCOC(=O)c1csc(NC(=O)c2ccc(S(=O)(=O)N(C)C)cc2)n1 | 9 | i | -19
CCOc1cccc(-c2nn3c(-c4ccco4)nnc3s2)c1 | 13 | i | -15
O=c1cc(N2CCCCC2)c(-c2ccccc2)nn1Cc1ccccc1 | 12 | i | -33
NC(=O)c1ccc(C23CC4CC(CC(C4)C2)C3)o1 | -9 | i | -14
Cc1cccc(NC(c2ccc(O)cc2)c2ccc3ccc(C)nc3c2O)n1 (stereo unspecified) | 17 | i | -10
O=C(COc1cc(Cl)c(Cl)cc1Cl)N1CCN(c2ccccn2)CC1 | 5 | i | -28
COC(=O)c1ccc(C(=O)OCCCc2nc3ccc(N)cc3[nH]2)cc1 | 17 | i | -22
COC(=O)C1=C(O)C2(C(=O)O)CC(C(=O)OC)=C(O)C(C(=O)O)(C1)C2 | 4 | i | -9
O=C(OCC(=O)N1CCOCC1)c1cc(=O)[nH]c2ccccc12 | 35* | . | -13
CN(C)C(=O)c1nc(C#N)c(N(C)C)o1 | 18 | i | 5
Cc1c(CC(=O)O)c(=O)oc2cc3occ(-c4ccc(F)cc4)c3cc12 | 6 | i | -18
O=C(CCC1CCN(Cc2ccc(Cl)cc2)CC1)NC1CC1 | 12 | i | -20
CS(=O)(=O)N(CC(=O)N1CCOCC1)Cc1ccccc1 | -1 | i | 7
CN(C(=O)CC1C(=O)NCCN1Cc1cccc(C(F)(F)F)c1)C1CCOCC1 (stereo unspecified) | 13 | i | -6
CCC(C)NC(=O)c1cn(CC)c2cc(N3CCN(C)CC3)c(F)cc2c1=O (stereo unspecified) | 5 | i | 14
COc1ccccc1N1CCN(c2cc(=O)n(-c3ccc(Br)cc3)c(=O)[nH]2)CC1 | 2 | i | -1
C(=N\Nc1nc2ccccc2s1)/c1ccco1 | 35 | i | -23
O=C(NC(C(=O)c1ccccc1)n1c(=O)cc[nH]c1=S)c1ccccc1 (stereo unspecified) | 6 | i | -1
Cc1ccccc1-n1ncc2c(SCC(=O)NC3CCCC3)ncnc21 | 27 | i | -18
O=C1CC(C(=O)N2CCN(c3ccc(F)cc3)CC2)CN1CCc1ccccc1 (stereo unspecified) | 10 | i | -16
C[C@H](CO)N1C[C@H](C)[C@@H](CN(C)Cc2ccccc2)Oc2c(NC(=O)Cc3ccccc3)cccc2C1=O | 11 | . | -15
COc1ccc(C(=O)NCCSCc2ccco2)cc1OC | 5 | i | -21
O=C(CCS(=O)(=O)c1ccccc1)Nc1ccc(S(=O)(=O)Nc2nccs2)cc1 | 5 | . | 8
CC(=O)c1cc(F)c(N2CCN(c3ccc([N+](=O)[O-])cc3F)CC2)cc1C | 10 | i | 11
O=C(CSc1ncn[nH]1)Nc1ccc(Cl)c(S(=O)(=O)N2CCOCC2)c1 | 9 | i | -13
C=CCNC(=O)c1cc(C(=O)C(C)c2ncc(C(F)(F)F)cc2Cl)c[nH]1 (stereo unspecified) | 8 | i | -18
CCN(CC(=O)Nc1ccc2c(c1)OCCO2)C(=O)c1ccccc1Br | 10 | . | -7
Cc1cccc(NC(=O)COC(=O)c2nn(C)c(=O)c3ccccc23)c1C | 3 | . | -9
C/C(=C\C(=O)c1ccc(Br)cc1)N1CCCCC1 | 18 | i | -13
O=C(NNC(=O)c1cc(Cl)ccc1O)c1cccs1 | 9 | i | 1
O=C(CN1CCN(S(=O)(=O)c2ccc(Cl)cc2)CC1)NC1CC1 | 8 | i | 2

From PubChem
